Screening results (PubChem)
SENP1 inh – inhibitors of human SENP1 SUMO protease catalytic domain; inhibition, % at 10 µM; hit rate 0.21% among 360,000; recombinant SENP1 catalytic domain, CyPet-SUMO1-YPet FRET cleavage; AID 624204;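 active means inhibition at least 30% at 10 µM, raw YFP signal under a set limit, fluorescence ratio 0.5 to 1.5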;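 further: 0% = enzyme with DMSO and 100% = no enzyme wells; some results filed as inactive read as strong as hits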
Target sequence (Q9P0U3 419-644 limits assumed): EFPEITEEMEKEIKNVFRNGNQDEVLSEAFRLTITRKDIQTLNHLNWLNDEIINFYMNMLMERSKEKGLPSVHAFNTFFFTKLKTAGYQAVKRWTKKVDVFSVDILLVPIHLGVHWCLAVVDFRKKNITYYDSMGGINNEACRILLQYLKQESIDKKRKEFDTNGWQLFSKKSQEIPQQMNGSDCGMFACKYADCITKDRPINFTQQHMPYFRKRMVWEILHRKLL
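Compound: 10 µM single point, 0.5% DMSO; Test system: hSENP1 catalytic domain, recombinant; Timing: 50 min reaction at room temperature; Technique: FRET, CFP and YFP emission; Control set: no-enzyme wells low, DMSO-plus-enzyme wells high control.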
SENP8 block-1 – blocks the human protease SENP8 | Q96LD8 | AID 2540 | purified SENP8, Z-RLRGG-aminoluciferin cleavage, luminescence | hit rate 1.2% among 330,000 | inhibition, % at 10 µM; in the data active means inhibition above about 50%
PfG6PD inh – PfG6PD (Plasmodium falciparum) enzyme inhibition | PfGluPho enzyme, NADPH resazurin-diaphorase fluorescence | inhibition, % at 20 µM | AID 504690 | hit rate 0.78% among 350,000;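 active means inhibition reaching at least a set limit at 20 µM in the primary screen, cut at about 59% in these data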;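 further: 0% = DMSO wells with substrate and 100% = DMSO wells lacking glucose-6-phosphate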
HKDC1 inh – blocks human hexokinase HKDC1 activity; inhibition, % at 20 µM; AID 493160; recombinant HKDC1, G6PDH/diaphorase resazurin coupled fluorescence; hit rate 0.16% among 340,000;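 active means inhibition above about 35% when tested at 20 µM, limit read from the data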;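 further: plate controls were DMSO wells with enzyme for no effect and DMSO wells lacking enzyme for full effect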
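test system = in-house recombinant HK5 (HKDC1) enzyme | amount = HKDC1 at 5 µg/mL | control set = DMSO-enzyme wells negative, buffer-substituted wells positive | compound = one dose of 20 µM, 1% DMSO | schedule = reaction time 90 min, room temperature, protected from light | technique = resorufin fluorescence at 613 nm | reagent = glucose with 1 mM ATP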
SENP7 block – inhibitors of human SENP7 protease; recombinant SENP7, Z-RLRGG-aminoluciferin luminescence, 40 min; inhibition, % at 5 µM; hit rate 1.5% among 330,000;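 active means inhibition above about 50% at the single test dose, limit read from the data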;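 further: plate controls were DMSO with enzyme for no effect and no enzyme buffer wells for full effect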
Target sequence (Q9BQF6 706-1050 limits assumed): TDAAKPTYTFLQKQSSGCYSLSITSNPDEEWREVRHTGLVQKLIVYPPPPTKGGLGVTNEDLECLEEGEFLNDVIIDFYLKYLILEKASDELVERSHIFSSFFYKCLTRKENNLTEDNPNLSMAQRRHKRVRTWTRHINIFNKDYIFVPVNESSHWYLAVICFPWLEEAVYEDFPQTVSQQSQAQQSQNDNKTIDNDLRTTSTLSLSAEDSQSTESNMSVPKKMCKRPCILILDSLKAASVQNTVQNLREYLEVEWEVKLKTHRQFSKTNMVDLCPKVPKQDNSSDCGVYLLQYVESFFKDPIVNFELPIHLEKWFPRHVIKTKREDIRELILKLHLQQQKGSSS
SENP6 block – inhibitors of human SENP6 protease. inhibition, % at 10 µM. Recombinant SENP6 catalytic domain, aminoluciferin luminescence. hit rate 1.8% among 330,000;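 active means inhibition above about 50% at the single tested dose, limit read from the data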;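 further: plate controls were DMSO wells with enzyme for no effect and DMSO wells lacking enzyme for full effect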
Target sequence (Q9GZR1 628-1112 limits assumed): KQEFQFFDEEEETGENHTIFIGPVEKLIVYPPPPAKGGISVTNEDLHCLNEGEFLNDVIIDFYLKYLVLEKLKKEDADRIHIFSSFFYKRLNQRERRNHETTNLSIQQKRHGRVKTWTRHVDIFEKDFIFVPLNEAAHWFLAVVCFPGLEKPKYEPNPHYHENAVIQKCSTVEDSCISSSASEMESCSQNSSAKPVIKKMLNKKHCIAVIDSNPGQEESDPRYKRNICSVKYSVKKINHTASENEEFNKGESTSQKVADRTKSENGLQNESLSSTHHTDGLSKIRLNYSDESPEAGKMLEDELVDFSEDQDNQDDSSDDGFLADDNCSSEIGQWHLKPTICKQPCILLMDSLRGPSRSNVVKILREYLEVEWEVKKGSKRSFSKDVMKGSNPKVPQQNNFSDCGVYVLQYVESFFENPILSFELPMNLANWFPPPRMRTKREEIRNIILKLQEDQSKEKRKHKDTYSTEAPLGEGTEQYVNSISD
Apaf-1 inh – blocks human Apaf-1 apoptosome activity; AID 489030; hit rate 0.71% among 330,000; reconstituted apoptosome caspase-3 activity, DEVD-Rh110 fluorescence; inhibition, % at 20 µM; active means inhibition of at least 40% at 20 µM;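 further: plate controls were DMSO wells for no effect and DEVD-CHO caspase inhibitor wells for full effect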
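System – cell-free apoptosome with Apaf-1, procaspase-3 and caspase-9 · Buffer or medium – pH 7.5 Hepes buffer with CHAPS, BSA, DTT · Also added – cytochrome c with DEVD-Rh110 · Times – 30 min compound preincubation, 50 min activation, room temperature · Technique – Rh110 fluorescence intensity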
SENP8 block-2 – SENP8 (human) protease inhibition; AID 602440; hit rate 0.64% among 360,000; recombinant SENP8, Nedd8 substrate fluorescence; inhibition, % at 20 µM; in the data active means inhibition mostly above about 40%, no sharp cut-off; inactive means mostly below about 27%
NLRP3 yeast inh – NALP3 inhibition in yeast; Yeast reconstituted NLRP3/ASC/caspase-1, beta-gal luminescence, 24 h; inhibition, % at 10 µM; hit rate 0.39% among 330,000; AID 2825;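 active means inhibition of 50% or more; inactive means inhibition below 50%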;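 further: plate controls were induced DMSO wells for no effect and uninduced yeast grown without galactose for full effect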
Starred values were filed as active, the others as inactive; x = no result given.

SMILES	SENP1 inh	SENP8 block-1	PfG6PD inh	HKDC1 inh	SENP7 block	SENP6 block	Apaf-1 inh	SENP8 block-2	NLRP3 yeast inh
C=CCn1c(=O)n(C)c2c(=O)n(C)c(=O)n(C)c21	0.6	x	-10.5	-5.0	x	x	x	16.3	x
CC1CCCC(C)N1S(=O)(=O)c1ccc(NC(=O)CNC2CCCC2)cc1 (stereo not drawn)	-3.0	-5.4	5.8	1.8	-3.9	2.3	6.9	11.5	20.0
Nc1c(-c2ccc3c(c2)OCCO3)oc2ccccc2c1=O	-23.4	20.6	13.0	-3.6	0.1	30.7	3.6	-309.7	16.3
O=C(/C=C/c1ccccn1)c1cc(Br)ccc1O	-1.5	-9.4	23.4	4.1	-1.9	-1.7	-3.8	0.8	18.3
Cc1c(NC(=O)CCC(=O)N2CCOCC2)c(=O)n(-c2ccccc2)n1C	2.5	-7.2	9.0	-1.9	-11.5	-25.6	14.6	21.8	7.8
COc1ccc(Cl)cc1S(=O)(=O)N1CCN(c2ccc(F)cc2)CC1	0.2	5.8	10.1	1.8	0.8	5.1	20.0	-4.3	24.7
CCN(CC)S(=O)(=O)c1cccc(C(=O)Nc2cc(C)on2)c1	2.2	-3.6	-7.4	-1.7	12.0	-0.5	-8.6	1.2	10.2
CC1CCN(S(=O)(=O)c2nnc(NC(=O)COc3ccccc3F)s2)CC1	-0.8	-4.2	-43.6	2.6	-13.7	-18.2	20.5	-7.3	-12.9
Cc1ccc(N=Nc2ccc(O)c3ncccc23)cc1	1.0	x	-26.3	-27.9	x	x	x	42.9*	x
O=C1NC(NS(=O)(=O)c2ccccc2)(C(F)(F)F)C(=O)N1c1ccc(F)cc1 (stereo not drawn)	1.9	0.6	0.1	1.7	4.1	4.9	-9.6	24.9	1.9
COc1ccc(NC(=O)C(c2ccc(C)cc2)N(C)C(=O)CC2NC(=O)NC2=O)cc1 (stereo not drawn)	2.0	-0.3	2.8	3.4	-6.0	-5.0	-12.6	17.1	-2.2
Cc1ccc(NC(=O)C(OC(=O)c2cnc(C)cn2)c2ccccc2)c([N+](=O)[O-])c1 (stereo not drawn)	5.0	1.5	-3.7	3.3	-0.1	-2.8	16.6	12.1	16.4
Cc1cc2nc(-c3ccc[nH]c3=O)n(Cc3ccccc3F)c2cc1C	-5.8	x	0.5	-3.1	x	x	x	-292.3	x
CCc1ccc(NC(=O)/C(C#N)=C/c2ccncc2)cc1	-4.2	-5.2	0.4	0.3	-13.5	12.3	4.8	0.8	-0.4
Cn1c(OCc2ccco2)nc2c1c(=O)n(Cc1ccc(Cl)c(Cl)c1)c(=O)n2C	0.0	2.2	4.8	-2.5	-1.5	1.2	3.3	21.1	7.3
O=Cc1sc(=O)n(Cc2cccc(C(=O)O)c2)c1Cl	-75.7	-0.6	8.9	4.2	-4.2	-14.2	-17.6	8.9	-4.3
Cn1c2c(c(=O)n(C)c1=O)C(NC(=O)C(C)(C)C)(C(F)(F)F)C(=O)N2 (stereo not drawn)	0.4	2.2	-10.2	-1.9	5.1	3.3	-1.4	8.6	3.6
O=[N+]([O-])c1cc(-c2nnc(-c3ccccc3)o2)ccc1Oc1ccc(Cl)cc1	-15.6	-7.2	-0.6	-9.0	-6.4	-15.2	-0.8	-7.5	12.0
Cc1ccc(-n2ncc(C(=O)NCC3CCN(C4CCCC4)C3)c2C2CCN(C(=O)OC(C)(C)C)CC2)cc1C (stereo not drawn)	-3.6	8.5	7.0	0.0	-4.1	15.2	4.6	14.2	-1.2
O=C(NCc1ccc(F)cc1)c1ccc2c(=O)n3c(nc2c1)CCCCC3	1.8	5.6	-11.4	-2.1	-11.4	5.7	-6.7	10.1	6.4
Cn1ncc2c1ncn1nc(COc3ccc4ccccc4c3)nc21	-1.0	1.0	-6.3	-8.0	0.2	-2.7	-14.0	12.5	17.1
CC1(C)N=C(/C=N/O)CN1O	1.4	-1.6	-14.8	-4.3	4.1	-21.5	0.3	17.3	13.7
COc1ccc(CNS(=O)(=O)c2c(C)[nH]c(C)c2C(=O)N2CCCC2)cc1	-2.1	-1.3	-4.5	-4.5	7.1	-1.1	-9.3	8.2	4.6
CCOCCCNC(=O)C1CCCCN1S(=O)(=O)c1ccc(F)cc1 (stereo not drawn)	2.4	-1.5	1.4	8.3	6.8	2.0	0.0	25.5	2.7
O=Cc1ccc(Oc2nc(Cl)ncc2F)cc1	2.6	15.8	-10.1	3.8	0.4	-3.0	-15.5	-1.2	17.2

Given with bars between the fields: two of the compounds above
SMILES | SENP1 inh | SENP8 block-1 | PfG6PD inh | HKDC1 inh | SENP7 block | SENP6 block | Apaf-1 inh | SENP8 block-2 | NLRP3 yeast inh
CC1CCCC(C)N1S(=O)(=O)c1ccc(NC(=O)CNC2CCCC2)cc1 (stereo not drawn) | -3.0 | -5.4 | 5.8 | 1.8 | -3.9 | 2.3 | 6.9 | 11.5 | 20.0
O=C(/C=C/c1ccccn1)c1cc(Br)ccc1O | -1.5 | -9.4 | 23.4 | 4.1 | -1.9 | -1.7 | -3.8 | 0.8 | 18.3

Following part.
SMILES	SENP1 inh	SENP8 block-1	PfG6PD inh	HKDC1 inh	SENP7 block	SENP6 block	Apaf-1 inh	SENP8 block-2	NLRP3 yeast inh
Cc1c(Cl)ccc2sc(NC(=O)CN3C(=O)c4ccccc4C3=O)nc12	5.2	-0.2	7.9	-3.0	-5.7	-10.0	-3.4	13.7	10.0
COCCOC(=O)c1c(C)oc2ccc(O)c(CN3CCC(C)CC3)c12 (tested in a mixture with another compound)	3.6	x	-15.2	-8.4	x	x	x	15.3	x
CC(=O)Nc1ccc(C(=O)OCC(=O)N2CCN(C(=O)c3ccco3)CC2)cc1	0.2	-0.7	-4.7	1.7	6.1	-4.2	7.7	5.5	20.5
CCOc1ccc(-c2nnc(SCc3nc4ccccc4[nH]3)n2N)cc1	-9.1	-0.6	3.6	8.4	2.2	-11.5	8.7	-7.5	19.4
O=C(CSc1ccccc1)OCC(=O)N1CCN(C(=O)c2ccco2)CC1	5.8	6.9	-2.8	-4.5	-4.4	-6.9	-12.7	12.2	10.8
CCc1nc(SCC(=O)Nc2nccs2)c2oc3ccccc3c2n1	-0.1	-2.2	12.4	1.3	-8.8	-2.4	15.6	9.9	16.1
Cc1ccc(C(=O)NCCc2nnc3ccc(SCC(=O)Nc4ccc(C)cc4C)nn23)cc1	2.7	-7.0	8.2	11.6	-0.9	-4.9	-6.3	3.6	0.0
Cc1ccc(S(=O)(=O)NCCC(=O)N2CCCCCCC2)cc1	-0.7	5.3	4.3	1.6	4.2	0.5	36.4	2.1	16.6
NC(=O)c1ccsc1NC(=O)COC(=O)c1cccnc1Cl	-3.8	-5.4	5.8	-2.0	9.3	-10.6	-8.0	0.8	15.0
CCC(C)Oc1ccc(/C=C/c2[nH]c(=O)[nH]c(=O)c2[N+](=O)[O-])cc1OC (stereo not drawn)	-4.5	-12.5	1.6	11.4	-0.8	-5.7	19.9	-43.2	7.7
Cc1ccc(C)c(N2CCN(C(=O)Cn3c(=O)[nH]c4ccsc4c3=O)CC2)c1	0.9	-2.7	-7.6	5.5	-0.2	-13.2	3.5	0.7	3.8
Cc1cccc(C=Nc2ccc3c4c(cccc24)CC3)c1O	53.8	2.5	24.1	3.6	1.8	2.6	8.8	-415.3	25.3
C#CCN1C=C(C(=O)OCC)C(C)NS1(=O)=O (stereo not drawn)	2.0	x	22.8	-1.0	-8.5	x	4.5	2.7	x
Cc1cc(NC(=O)CSc2ccccn2)no1	2.2	3.1	-3.4	-1.8	-1.1	-3.7	-10.3	9.5	16.7
CCOC(=O)C1=C(C)c2ccccc2N(C(=O)OC)C1(C)C(=O)OCC (stereo not drawn)	-0.2	x	60.9*	21.0	8.8	x	3.2	-13.3	x
COc1ccc(CCNC(=O)c2ccc(Cl)c(S(=O)(=O)N3CCCCCC3)c2)cc1	1.7	-10.1	-4.3	7.4	1.4	-5.0	14.7	6.9	27.1
CCC(=O)N(Cc1ccc(S(N)(=O)=O)cc1)C1CC(=O)N(c2ccc(OC)cc2)C1=O (stereo not drawn)	-0.3	-1.4	-7.8	-2.5	-6.4	1.1	-2.3	12.2	13.3
COc1ccc(NC(=O)c2[nH]c(C)c(C(C)=O)c2C)cc1S(=O)(=O)N1CCOCC1	2.4	-0.2	3.3	5.5	6.1	2.4	2.6	-15.4	-2.7
C=C(C(=O)c1ccccc1)C(C)CC(=O)c1ccccc1 (stereo not drawn)	1.5	-6.7	-3.2	16.8	-6.5	-13.2	12.3	15.9	16.6
COc1cccc2sc(N3CCN(C(=O)c4ccc([N+](=O)[O-])o4)CC3)nc12	2.1	5.5	25.5	-0.4	8.5	2.2	15.3	22.6	35.4
COc1ccc(-c2nc3n(n2)C(c2ccccc2Cl)C(C(N)=O)=C(C)N3)cc1 (stereo not drawn)	-7.9	-9.9	-6.0	-2.1	5.2	-9.7	2.1	-45.5	-1.6
CCN(CC)S(=O)(=O)c1cccc(NC(=O)CCNC(=O)NC23CC4CC(CC(C4)C2)C3)c1	1.0	10.3	5.9	-0.8	-1.6	4.1	24.5	-1.3	12.3
O=C(N/N=C1/SCC(=O)N1Cc1ccco1)c1ccccc1F	1.5	-4.4	15.8	-10.0	-4.3	-11.1	-7.0	11.3	10.8
O=C1c2cccc3cccc(c23)C(=O)N1c1ccc2ncccc2c1	2.5	-1.4	6.5	11.5	-0.8	10.8	29.7	6.5	-14.2
C=CCC(C(=O)NC(C)c1ccccc1)C(=O)NC(C)c1ccccc1 (stereo not drawn)	-0.1	-7.7	-0.2	-3.9	-6.3	-4.6	3.7	8.6	29.9

Single values from the list:
For SENP1 inh, Cc1cccc(C=Nc2ccc3c4c(cccc24)CC3)c1O shows 53.8
For SENP8 block-1, CC(=O)Nc1ccc(C(=O)OCC(=O)N2CCN(C(=O)c3ccco3)CC2)cc1 shows -0.7
For SENP8 block-1, CCC(C)Oc1ccc(/C=C/c2[nH]c(=O)[nH]c(=O)c2[N+](=O)[O-])cc1OC (stereo not drawn) shows -12.5

Remaining list, next part.
SMILES	SENP1 inh	SENP8 block-1	PfG6PD inh	HKDC1 inh	SENP7 block	SENP6 block	Apaf-1 inh	SENP8 block-2	NLRP3 yeast inh
COc1ccc(NC(=S)N(CCCN2CCOCC2)Cc2cn(C)c3ccccc23)cc1OC	3.3	-1.5	1.2	13.6	3.0	-3.8	-14.8	6.2	0.6
O=S(=O)(c1ccccc1)c1cnc(-c2cccnc2)nc1-c1ccccc1	2.0	-1.6	-2.0	-6.5	0.6	-0.7	-0.9	22.3	-10.4
Cc1nn(C)cc1CN1CCCC(C(=O)c2ccc(-c3ccccc3)cc2)C1 (stereo not drawn)	-0.2	-5.7	-4.9	-4.9	-5.7	-15.5	1.5	7.4	28.9
CCOC(=O)C1(CCc2ccccc2)CCN(Cc2ccc(OC)cc2)CC1	0.3	-7.0	-6.5	-7.2	-2.7	-25.8	9.8	20.5	30.3
Cc1ccccc1S(=O)(=O)Cc1ccc(C(=O)NCCCN2CCC(C)CC2)o1	0.0	4.8	5.8	1.6	2.7	12.7	5.6	3.7	8.4
CC(=O)Nc1cccc(C)c1	-0.6	5.2	17.3	-4.1	2.5	-25.5	-2.0	-3.0	7.4
CC(C)[C@H]1COC(NC2=N[C@@H](C(C)C)CO2)=N1	3.7	-2.4	1.8	-2.8	1.5	-8.5	-6.9	6.7	5.7
